TRAIL sens C8: caspase-8 TRAIL sensitization; 360,000 compounds, 1% hits; inhibition (viability loss, TRAIL sensitization), % at 10 µM; NB7+C8 cells + TRAIL, ATPlite viability luminescence;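 active means compounds causing at least 50% loss of cell viability in the single-dose screen, relative to plate controls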
TRPM1 prom inh: reduces MITF-dependent TRPM1 promoter luciferase signal; SK-MEL-5 TRPM1 promoter luciferase, 24 h; inhibition, % at 12.5 µM; 330,000 compounds, 0.83% hits;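 active means mean inhibition across replicates of 60% or more, whatever share of single replicates reaches that level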; further: values of inactives mirror those of a sister screen read the other way
TROY NFkB inh: blocks TROY-dependent signaling in reporter cells | Q293 LMP1-TROYcd NF-kB luciferase reporter, 4 h | inhibition, % at 10 µM | 360,000 compounds, 0.98% hits | AID 1347056;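 active means compounds whose plate-normalised and pattern-corrected inhibition of the luciferase reporter signal at the single screening dose is 50% or more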
HIF-2a inh: inhibitors of HIF-2a | 786-0 RCC cells HIF-2a reporter, luciferase luminescence, overnight | inhibition, % at 18.8 µM | 360,000 compounds, 0.72% hits;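 active means inhibition of the luminescence signal of 40% or more relative to plate controls, in a single-dose primary screen at 18.75 µM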
NR2E3 ag-1: NR2E3 (human) agonism; AID 2300; Q9Y5X4; GST-NR2E3/biotin-RetCOR TR-FRET, 1536-well; inhibition of corepressor binding, % at 4.78 µM; 320,000 compounds, 0.12% hits;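 active means percent inhibition above the cutoff of mean plus 3 SD of all tested compounds, set per screening campaign, cut at about 20% in these data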;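 further: 0% = DMSO wells and 100% = biotin wells as full block of FRET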
Target sequence (Q9Y5X4 whole entry, looked up): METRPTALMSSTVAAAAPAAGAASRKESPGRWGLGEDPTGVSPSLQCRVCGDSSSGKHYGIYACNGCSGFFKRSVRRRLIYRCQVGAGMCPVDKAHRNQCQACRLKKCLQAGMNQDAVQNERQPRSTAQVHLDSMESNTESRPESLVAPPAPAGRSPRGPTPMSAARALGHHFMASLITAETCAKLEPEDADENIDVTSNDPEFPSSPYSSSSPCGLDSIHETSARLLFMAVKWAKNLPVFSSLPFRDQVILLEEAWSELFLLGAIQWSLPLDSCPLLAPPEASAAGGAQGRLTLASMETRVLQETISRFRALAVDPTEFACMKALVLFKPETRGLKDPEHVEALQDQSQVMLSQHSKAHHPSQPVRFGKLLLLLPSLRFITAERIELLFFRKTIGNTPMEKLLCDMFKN
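System: GST-tagged NR2E3 plus biotinylated RetCOR corepressor; Buffer or medium: pH 7.5 Tris-based buffer; Probe or stimulus: RetCOR corepressor, biotinylated, 7 nM; Doses: compound at 4.8 µM, single dose; Schedule: 5 h incubation at 4 °C; Technique: time-resolved FRET; Evaluation: percent inhibition of TR-FRET ratio; Replication: one well per compound, singlicate testing.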
NR2E3 ag-2: agonists of human NR2E3 nuclear receptor; inhibition of corepressor binding, % at 3.98 µM; AID 602229; 360,000 compounds, 0.35% hits; Q9Y5X4; CHO-S Gal4-NCOR/VP16-NR2E3 two-hybrid, luciferase;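 active means inhibition above the mean of all tested compounds plus 3 SD, cut at about 70% in these data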;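 further: 0% = DMSO with NR2E3 transfected cells and 100% = cells lacking NR2E3 construct; higher means lower luciferase signal from less NR2E3 corepressor binding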
TWEAK Fn14 block: TWEAK-Fn14 signaling inhibition. inhibition, % at 10 µM. TWEAK-stimulated Fn14 reporter cells, luciferase luminescence, 8 h. 360,000 compounds, 2% hits. AID 1159606; in the data active means inhibition above about 50%
Shn3 3UTR inh: reduces Shn3 3'UTR luciferase signal in osteoblasts; Clone20 osteoblast Shn3 3'UTR firefly luciferase, 24 h; inhibition, % at 12.5 µM; 360,000 compounds, 0.52% hits;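 active means mean inhibition of at least 75% with every replicate also reaching 75%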;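 further: 0% = median of neutral control wells and 100% = pilot-screen positive control compound; some compounds past the cut are filed as inactive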
CF NFkB block: blocks PAF-induced NF-kB reporter in cystic fibrosis cells | KKLEB NF-kB-GFP reporter, GFP fluorescence overnight | inhibition, % at 5 µM | 360,000 compounds, 0.86% hits | AID 588850;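 active means at least 50% inhibition at 5 µM, scaled per plate between neutral and stimulator controls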;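 further: PAF is a Pseudomonas aeruginosa culture filtrate used as stimulus; plate controls were PAF-stimulated DMSO wells for no effect and unstimulated DMSO wells for full effect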
Peg3 prom inh: reduces Peg3 promoter-driven luciferase expression in HeLa. 360,000 compounds, 1.7% hits. inhibition, % at 20 µM. HeLa PEG-Prom luciferase reporter, luminescence, overnight. AID 588405;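 active means inhibition of at least 50% at 20 µM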
KKLEB tox: reduces viability of KKLEB cystic fibrosis airway cells. activity change (cytotoxicity), % at 5 µM. 360,000 compounds, 0.36% hits. KKLEB CF airway cells viability, ATPlite luminescence, overnight; stronger effect = lower value; cells stimulated with P. aeruginosa culture filtrate. AID 602141;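 active means corrected activity change at or below -50% at 5 µM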
The depositor's hits bear a star; x = no result given. Only part of the results is shown; the hit share may differ from the screen's.

The first 13 compounds, ahead of the listing:
Every second line gives: TRAIL sens C8	TRPM1 prom inh	TROY NFkB inh	HIF-2a inh	NR2E3 ag-1	NR2E3 ag-2	TWEAK Fn14 block	Shn3 3UTR inh	CF NFkB block	Peg3 prom inh	KKLEB tox
[1] COc1ccc(C(=O)NC2CCCCC2)cc1S(=O)(=O)N1CCOCC1
    -8	-6	5	10	5	-36	32	3	9	-12	-4
[2] O=[N+]([O-])c1ccc(N2CCCCC2)s1
    7	7	8	-17	-3	1	-10	-6	9	-14	-10
[3] O=C(Nc1ccc(NS(=O)(=O)c2ccccc2)cc1)c1cccnc1
    -7	3	3	13	-1	-10	-17	-8	-9	12	-3
[4] O=c1cc(CSc2nnc(Nc3ccccc3F)s2)nc2sccn12
    -3	-18	-4	-111	1	-47	-2	-24	14	-39	-9
[5] COc1ccc(CN2C(=O)c3ccccc3C2c2nnnn2C(C)C)cc1 (stereo not drawn)
    -6	x	-5	7	x	3	-5	x	x	x	x
[6] Cc1cc(C)cc(C(=O)NCC(=O)OCc2nc(N)nc(Nc3ccccc3C)n2)c1
    -8	13	2	-2	3	-18	9	-5	9	8	0
[7] COc1ccc(CC(=O)Nc2nnc(SCC(=O)NCc3ccco3)s2)cc1OC
    2	9	14	23	-2	-3	-3	1	15	3	-4
[8] O=C(NCCc1cccc(F)c1)C1CCN(S(=O)(=O)c2ccc(F)cc2)CC1
    -11	7	-5	12	-1	-24	5	7	-11	-1	11
[9] CN(n1cnc2ccccc2c1=O)S(C)(=O)=O
    -6	-2	-22	13	-2	-3	30	-15	-8	6	1
[10] CCCc1nnc(NC(=O)Nc2ccccc2OC)s1
    1	-61	-76	-174	5	-32	-21	-30	9	-177	8
[11] CC(C)Cc1c(O)nc(SCC(=O)Nc2ccc3c(c2)CCC3)[nH]c1=O
    2	11	-42	14	3	-16	6	-10	-4	-15	-6
[12] O=C(C1CCN(Cc2cccs2)CC1)N1CCN(Cc2ccc3c(c2)OCO3)CC1
    -2	4	10	18	2	3	-3	5	3	12	3
[13] COc1ccccc1NC(=S)N(CCCN1CCOCC1)Cc1cn(C)c2ccccc12
    -2	6	-4	19	1	-5	0	2	-3	1	1

Main list, previewed entries included:
Every second line gives: TRAIL sens C8	TRPM1 prom inh	TROY NFkB inh	HIF-2a inh	NR2E3 ag-1	NR2E3 ag-2	TWEAK Fn14 block	Shn3 3UTR inh	CF NFkB block	Peg3 prom inh	KKLEB tox
[1] COc1ccc(C(=O)NC2CCCCC2)cc1S(=O)(=O)N1CCOCC1
    -8	-6	5	10	5	-36	32	3	9	-12	-4
[2] O=[N+]([O-])c1ccc(N2CCCCC2)s1
    7	7	8	-17	-3	1	-10	-6	9	-14	-10
[3] O=C(Nc1ccc(NS(=O)(=O)c2ccccc2)cc1)c1cccnc1
    -7	3	3	13	-1	-10	-17	-8	-9	12	-3
[4] O=c1cc(CSc2nnc(Nc3ccccc3F)s2)nc2sccn12
    -3	-18	-4	-111	1	-47	-2	-24	14	-39	-9
[5] COc1ccc(CN2C(=O)c3ccccc3C2c2nnnn2C(C)C)cc1 (stereo not drawn)
    -6	x	-5	7	x	3	-5	x	x	x	x
[6] Cc1cc(C)cc(C(=O)NCC(=O)OCc2nc(N)nc(Nc3ccccc3C)n2)c1
    -8	13	2	-2	3	-18	9	-5	9	8	0
[7] COc1ccc(CC(=O)Nc2nnc(SCC(=O)NCc3ccco3)s2)cc1OC
    2	9	14	23	-2	-3	-3	1	15	3	-4
[8] O=C(NCCc1cccc(F)c1)C1CCN(S(=O)(=O)c2ccc(F)cc2)CC1
    -11	7	-5	12	-1	-24	5	7	-11	-1	11
[9] CN(n1cnc2ccccc2c1=O)S(C)(=O)=O
    -6	-2	-22	13	-2	-3	30	-15	-8	6	1
[10] CCCc1nnc(NC(=O)Nc2ccccc2OC)s1
    1	-61	-76	-174	5	-32	-21	-30	9	-177	8
[11] CC(C)Cc1c(O)nc(SCC(=O)Nc2ccc3c(c2)CCC3)[nH]c1=O
    2	11	-42	14	3	-16	6	-10	-4	-15	-6
[12] O=C(C1CCN(Cc2cccs2)CC1)N1CCN(Cc2ccc3c(c2)OCO3)CC1
    -2	4	10	18	2	3	-3	5	3	12	3
[13] COc1ccccc1NC(=S)N(CCCN1CCOCC1)Cc1cn(C)c2ccccc12
    -2	6	-4	19	1	-5	0	2	-3	1	1
[14] O=C(CSCC(=O)N1CCCCC1)OCC(=O)c1c[nH]c2ccccc12
    7	12	10	12	0	13	-2	1	-3	13	3
[15] CCc1c(O)nc(SCC(=O)N2CCCCC2)n(-c2ccccc2C)c1=O
    7	2	-11	4	3	-28	-18	-3	-8	3	-7
[16] COc1ccccc1CC(=O)N1CCN(c2ccc([N+](=O)[O-])cc2)CC1
    10	13	5	18	0	19	9	37	-9	15	3
[17] Cc1ccc(N=C2S/C(=C/c3cccc(OCC(=O)O)c3)C(=O)N2C)cc1C
    7	1	-26	19	-2	3	-19	-10	-15	8	0
[18] Cc1ccc(NC(=O)C(=O)NCCOc2ccccc2Cl)cc1
    -2	-9	-18	-8	-2	-3	-18	-17	-11	13	3
[19] CS(=O)(=O)N1CCC(C(=O)Nc2ccc3c(c2)OCCO3)CC1
    10	0	3	-27	-4	-15	20	-6	-8	-18	5
[20] Cc1ccc(OCCOCCOc2ccc(Br)cc2/C=N\NC(=O)c2ccncc2)cc1
    10	-8	20	9	-2	1	1	0	20	31	-6
[21] CC(=O)c1ccc(N2CCN(C(=O)C3CCN(S(=O)(=O)Cc4ccccc4)CC3)CC2)cc1
    -5	4	23	0	-2	26	-5	24	0	7	0
[22] CCCc1[nH]nc2c1C1(C(=O)N(C(C)C)c3ccccc31)C(C#N)=C(N)O2 (stereo not drawn)
    1	-5	-13	14	0	7	-3	-3	8	19	3
[23] COCC(=O)N1C[C@H]2CON(C)[C@H]2C[C@H]1c1cccc(-c2ccc(C#N)cc2)c1
    6	5	-9	7	x	-12	10	-13	-12	-12	12
[24] COCc1c(C(=O)N/N=C(\C)c2ccncc2)nnn1-c1nonc1N
    -23	1	-1	20	-1	-22	4	-39	0	4	0
[25] COC(=O)c1ccccc1NC(=O)C1=CC(c2cccs2)=NS(=O)(=O)N1C
    -4	-9	2	8	0	-9	2	1	-38	-10	15
[26] COc1ccc(NC(=O)c2ccccc2OCc2ccc(F)cc2)c(OC)c1
    1	-13	-20	-75	-1	-50	-4	12	21	-20	-11
[27] Cc1cccc(CC(=O)N2CCOCC2)c1
    -1	3	-8	11	1	-18	9	5	7	2	4
[28] CCN(CC)CCn1c2c(c(SCC(=O)Nc3ccc(C(C)C)cc3)nc1=O)CCCC2
    7	6	3	17	2	-17	-6	-9	21	-4	-7
[29] O=C(/C=C/c1ccccc1[N+](=O)[O-])NCCN1C(=O)S/C(=C\c2ccc(F)cc2)C1=O
    20	-13	-40	-144	0	-6	-9	-27	21	-136	-11
[30] CC1=C(C(=O)N2CCCCCC2)CC(CC(=O)NCCc2ccccn2)C(=O)N1CCC1=CCCCC1 (stereo not drawn)
    -5	x	11	11	x	-23	9	x	x	x	x
[31] N#CCCSCc1ccc2oc(C(=O)O)cc2c1
    11	0	-7	18	2	10	8	0	9	13	1
[32] C#CCN1C=CC(=O)[C@@H](OC(=O)Nc2ccc(C)cc2)[C@H]1c1ccccc1Br
    3	-3	-8	9	x	14	20	-12	19	17	-12
[33] COc1ccc(N2CCN(CCNC(=O)Nc3ccc(C)c(Cl)c3)CC2)cc1
    8	-7	5	-10	-5	3	19	52	-16	7	-1
[34] O=C(Nc1ccc(N2CCCC2)cc1)c1ccc([N+](=O)[O-])cc1Cl
    -1	-5	-13	-6	-6	-18	-18	-9	-10	-7	5
[35] COc1ccc(OC)c(NC(=O)C2CC(=O)N(CCc3ccccc3)C2)c1 (stereo not drawn)
    11	4	-22	18	-1	11	12	-2	7	6	-6
[36] CCCN(Cc1ccco1)S(=O)(=O)c1ccc(OC)c(OC)c1
    -15	1	-4	10	0	-14	-4	15	9	13	-11
[37] S=c1[nH]nc(-c2ccc(Cl)cc2)n1CCCN1CCOCC1
    3	14	-5	15	1	-17	2	-23	10	5	4
[38] COc1cccc(NCc2cc(=O)oc3cc(C)c(O)cc23)c1
    -6	-7	-10	13	1	3	1	-17	-4	-19	0
[39] O=C1CC(c2ccco2)CC(O)=C1C=Nc1ccccc1-c1ccccc1 (stereo not drawn)
    1	8	0	-13	-3	21	47	7	1	-6	11
[40] Cc1ccc(CNC(C)(C)CO)cc1
    -6	-8	-10	10	3	5	-1	-8	-9	-1	-20
[41] Cc1ccc(NC(=O)CCCc2nc3ccccc3s2)c(O)c1
    -3	30	5	-2	1	-47	23	15	-20	12	-14
[42] C/C(=C\[C@@H](NP(=O)(c1ccccc1)c1ccccc1)c1ccccc1)CO[Si](c1ccccc1)(c1ccccc1)C(C)(C)C
    30	17	-16	3	1	7	1	8	54*	17	-33
[43] Cc1ccc(C(=O)NCCCNC(=O)COc2ccc(C)c(C)c2)cn1
    0	6	-17	11	0	-5	23	-8	9	-8	-2
[44] CCOC(=O)C(C)Oc1c(C(=O)OC)sc2ncccc12 (stereo not drawn)
    -23	0	11	19	3	0	8	-4	16	11	4

Records listed above that bear a hit mark in CF NFkB block:
| cpd | Structure | TRPM1 prom inh | HIF-2a inh | NR2E3 ag-1 | NR2E3 ag-2 | TWEAK Fn14 block | Shn3 3UTR inh | CF NFkB block | Peg3 prom inh |
| --- | --- | --- | --- | --- | --- | --- | --- | --- | --- |
| 42 | C/C(=C\[C@@H](NP(=O)(c1ccccc1)c1ccccc1)c1ccccc1)CO[Si](c1ccccc1)(c1ccccc1)C(C)(C)C | 17 | 3 | 1 | 7 | 1 | 8 | 54* | 17 |

Screening data deposited in PubChem by several laboratories.
